CBFb-RUNX1 inh: blocks binding between human CBF-beta and RUNX1. Q01196+Q13951. AlphaScreen CBFb-His/RUNX1-biotin binding, biochemical. Potency, µM (highest dose often 59.8 µM), for the others: at the highest dose activity, negative = inhibition, hits mostly inhibitors. 230,000 tested, under 10 active. AID 1477; further: % of control where 0% means no effect
Target sequence (Q01196 whole entry, looked up): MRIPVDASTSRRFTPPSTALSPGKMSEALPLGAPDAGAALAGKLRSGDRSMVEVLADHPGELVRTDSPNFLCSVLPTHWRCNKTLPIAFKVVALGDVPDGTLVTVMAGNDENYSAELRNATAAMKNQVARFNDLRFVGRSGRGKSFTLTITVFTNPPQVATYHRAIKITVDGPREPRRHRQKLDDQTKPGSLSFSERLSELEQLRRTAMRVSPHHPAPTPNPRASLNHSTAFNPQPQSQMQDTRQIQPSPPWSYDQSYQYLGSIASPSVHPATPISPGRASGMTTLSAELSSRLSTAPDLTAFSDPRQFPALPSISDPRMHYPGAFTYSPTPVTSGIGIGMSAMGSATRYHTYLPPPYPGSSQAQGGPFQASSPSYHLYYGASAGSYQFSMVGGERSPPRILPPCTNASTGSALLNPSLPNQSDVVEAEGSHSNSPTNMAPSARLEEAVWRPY
Target sequence (Q13951 whole entry, looked up): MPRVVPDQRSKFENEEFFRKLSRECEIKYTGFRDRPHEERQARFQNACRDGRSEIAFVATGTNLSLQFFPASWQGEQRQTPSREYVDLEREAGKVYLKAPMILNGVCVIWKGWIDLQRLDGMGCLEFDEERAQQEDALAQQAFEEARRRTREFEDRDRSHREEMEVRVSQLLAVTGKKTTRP
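Read-out: AlphaScreen. Format: His-CBF-beta with biotinylated RUNX1 (30 nM each) preincubated 20 min, compound 15 min, Ni-chelate plus streptavidin beads 90 min; room temperature throughout.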
IMPase Li cell: IMPase inhibition in cells with lithium potentiation; Potency, µM (highest dose often 59.4 µM), for the others: top-dose activity, negative = IMPase inhibition, actives largely listed as inhibitors; CHO-M1 cells, IP1 TR-FRET (IP-One), carbachol + lithium; 210,000 compounds, 0.35% hits; AID 1457;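 further: IP1 builds up when IMPase is blocked and the TR-FRET signal falls; potency means the concentration at half of the fitted maximal effect; plate controls were basal vehicle for no effect and high inhibitor control for full effect; nearly all actives have a fitted effect of over 50% in size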
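CHO-M1, 2000 cells/well, 16–30 h culture; cpd + low Li+, 30 min 37C; lysis with d2-IP1/Eu-anti-IP1 Ab, 10 min RT; TR-FRET 665/620 ratio and 620 channel; AC50 via Hill.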
Epigenetic derep: epigenetic control regulation, reporter derepression. murine LDR cells, GFP reporter derepression, 30 h. Potency, µM (doses to about 53.9 µM), inactives show top-dose GFP activation, most hits filed as activators. 280,000 compounds, 0.2% hits. AID 1865; further: potency means the concentration at half of the fitted maximal effect; % of control where 0% means no effect; nearly all actives have a fitted effect of over 60% in size
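Reporter derepression read as number of fluorescent GFP-positive objects, 20-120 um in size, counted by laser-scanning cytometer. Mouse LDR line with an epigenetically silenced CMV-GFP locus; compound incubation 30 h, 37 C.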
Luc counter: counter-screen: inhibitors of Kinase-Glo firefly luciferase; Q27757; Kinase-Glo luciferase, ATP luminescence, 8 min; Potency, µM (top dose mostly 38.3 µM), inactives show at the top dose activity change, negative = inhibition, usual class: inhibitors; 200,000 compounds, 0.28% hits; further: potency means the concentration at half of the fitted maximal effect; on the % scale 0 is the no-effect control and ±100 the full control effect; nearly all actives have a fitted effect of over 60% in size
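Substrate mix (final 50 mM imidazole pH 7.2, 50 mM KCl, 7 mM MgCl2, 10 uM ATP, 0.01% Tween 20, 0.05% BSA) plus pin-tool compound, then Kinase-Glo detection mix; 8 min ambient, luminescence read.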
NPSR antag: blocks cAMP signaling of the human neuropeptide S receptor | Q6W5P4 | CHO-NPSR cells, cAMP TR-FRET, antagonist mode | Potency, µM (series often up to 38.3 µM), inactives show at the highest dose activity change, negative = inhibition, most hits filed as inhibitors | 220,000 compounds, 1% hits | AID 1461; further: potency means the concentration at half of the fitted maximal effect; on the % scale 0 is the no-effect control and ±100 the full control effect; nearly all actives have a fitted effect of over 50% in size; many of its hits are not listed in these tables
aGal spleen mod: alpha-galactosidase A (human) modulation; P06280; human spleen homogenate, 4MU-alpha-Gal fluorescence, 40 min; Potency, µM (titrated, usually from 80 µM), for inactives: top-dose activity change, negative = inhibition, most hits filed as inhibitors; 240,000 compounds, 0.008% hits;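 further: potency means the concentration at half of the fitted maximal effect; 0% = enzyme with vehicle and -100% = no enzyme basal signal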
Target sequence (P06280 32-429 limits assumed): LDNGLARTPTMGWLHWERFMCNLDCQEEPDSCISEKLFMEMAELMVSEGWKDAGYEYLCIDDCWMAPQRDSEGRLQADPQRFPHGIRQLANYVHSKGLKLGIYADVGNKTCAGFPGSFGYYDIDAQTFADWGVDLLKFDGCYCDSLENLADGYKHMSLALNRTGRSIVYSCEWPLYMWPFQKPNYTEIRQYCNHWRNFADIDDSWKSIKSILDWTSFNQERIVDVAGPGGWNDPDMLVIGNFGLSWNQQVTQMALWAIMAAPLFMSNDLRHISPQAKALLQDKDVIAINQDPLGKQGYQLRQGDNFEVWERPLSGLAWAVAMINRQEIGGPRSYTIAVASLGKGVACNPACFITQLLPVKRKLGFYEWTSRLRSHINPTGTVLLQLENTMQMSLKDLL
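Human spleen homogenate (1 ug) was the enzyme source, with 4-methylumbelliferyl-alpha-D-galactopyranoside (1 mM final) in pH 5.0 citrate buffer with 0.01% Tween-20. Compounds were titrated; after 40 min at 37C, NaOH/glycine stop, 4-MU fluorescence read; AC50 from Hill fits.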
Lamin A splicing: modulators of lamin A splicing. 200,000 compounds, 0.01% hits. HeLa LMNA splicing GFP/RFP minigene ratio, 48 h. AID 1487. Potency, µM (doses to about 46.1 µM), without a hit: at the highest dose ratio change, negative = inhibition, hits mostly inhibitors; active means well fitted inhibition curve with a large enough effect in the signal ratio, with a control signal flat, not every such curve was filed as active; inconclusive means small, poorly fitted or top-dose-only effect, or effect the other way, or a change in a side signal; the % refers to the signal ratio; further: potency means the concentration at half of the fitted maximal effect; on the % scale 0 is the no-effect control and ±100 the full control effect
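S3 HeLa cells stably expressing lamin A-EGFP splicing minigene plus DsRed2, 600 cells/well, 48 h compound exposure at 37C. Laser-scanning cytometry; analysed as GFP (500-530 nm)/RFP (575-640 nm) total intensity ratio; 0.5% DMSO vehicle.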
An asterisk follows results filed as active; ? = inconclusive; · = not tested or not shown; & = joins results of further samples; [ ] = remark or other dose. Unless noted, the call rests on the fitted dose curve; in most records, active means well fitted curve in the direction sought with a large enough effect; inconclusive means small, poorly fitted or top-dose-only effect, or another doubt; inactive means no such curve, though single readings can be large; an effect the other way counts as inactive or inconclusive. A portion of the library; rates above refer to the full screens.

Sample of the layout (two entries):
SMILES	CBFb-RUNX1 inh	IMPase Li cell	Epigenetic derep	Luc counter	NPSR antag	aGal spleen mod	Lamin A splicing
Cc1ccccc1NC(=S)NCC(c1cccnc1)N1CCOCC1 (configuration not stated)	-12%	-3%	0.0%	-2%	13%	-4%	-8%
COc1ccc(C2Nc3ccccc3C(=O)N2c2ccc(Cl)cc2)cc1Cn1cc([N+](=O)[O-])cn1 (configuration not stated)	0%	5%	0.0%	-1%	-8%	-1%	-8%

Results, repeating the preview:
SMILES	CBFb-RUNX1 inh	IMPase Li cell	Epigenetic derep	Luc counter	NPSR antag	aGal spleen mod	Lamin A splicing
Cc1ccccc1NC(=S)NCC(c1cccnc1)N1CCOCC1 (configuration not stated)	-12%	-3%	0.0%	-2%	13%	-4%	-8%
COc1ccc(C2Nc3ccccc3C(=O)N2c2ccc(Cl)cc2)cc1Cn1cc([N+](=O)[O-])cn1 (configuration not stated)	0%	5%	0.0%	-1%	-8%	-1%	-8%
COc1ccc(OC)c(C2C=C(c3ccc(C)c(C)c3)Nc3nnnn32)c1 (configuration not stated)	2%	8%[38.3 µM]	-2.1%	2%	-12%[46.1 µM]	-4%	?
Fc1ccccc1CN1CCCN(C(=S)Nc2cccc(Cl)c2)C1	-12%	-7%	0.3%	4%	-16%	0%	·
O=C(c1cc2ccccc2oc1=O)N1CCN(c2ncccn2)CC1	2%	32%[38.3 µM]	-5.9%	-3%	-12%[46.1 µM]	7%	18%
CCc1nnc(NS(=O)(=O)c2ccc(N3C(=O)c4ccc(C(=O)O)cc4C3=O)cc2)s1	-6%	2%	-1.5%	1%	15%	-2%	·
CCCn1c(NCc2ccccc2NS(=O)(=O)c2ccc(C)cc2)nc2ccccc21	-16%	6%	1.0%	5%	-17%	7%	?
COc1cccc(-n2c(=S)sc3c(=O)n(-c4ccccc4OC)c(=S)[nH]c32)c1	3%	-3%	2.0%	0%	18%	0%	·
CC1=CCC2C(=O)N(c3ccc(OC(=O)c4ccco4)cc3)C(=O)C2C1 (configuration not stated)	9%	12%	0.0%	-5%	-11%	-7%	·
CCOC(=O)c1c(Cc2ccc(Cl)cc2)c[nH]c1C	-6%	-2%	0.0%	1%	-45%	-8%	?
CCCN(CC(=O)Nc1ccc(OC)c(OC)c1)CC(=O)Nc1ccc(F)c(F)c1F	4%	1%	1.1%	0%	-26%	-4%	2%[46 µM]
COCc1ccc(C(=O)NC(C)c2cnn(-c3ccccc3C)c2C)o1 (configuration not stated)	11%	6%	2.1%	0%	-9%	3%	?
Cc1ccc(-n2cnc(=O)c3cccnc32)cc1	0%	-2%[38.3 µM]	2.4%	1%	3%[46.1 µM]	5%	16%
Cc1ccc(N2C(N)=C(C#N)C(c3cccnc3)C3=C2CCCC3=O)cc1 (configuration not stated)	-13%	-24%[38.3 µM]	-0.8%	10%	-12%[46.1 µM]	-7%	-9%
CCCCN(C)C(=O)c1cc2c(s1)-c1ccccc1S(=O)(=O)C2	9%	·	2.1%	·	-20%	18%	·
CC(=O)N1CCc2cc(S(=O)(=O)Nc3ccccc3N3CCN(C)CC3)ccc21	1%	-1%[38.3 µM]	-4.1%	-2%	2%[46.1 µM]	6%	3%
O=C(NCc1cccnc1)C(=O)NCC1OCCCN1S(=O)(=O)c1ccc(Cl)cc1 (configuration not stated)	7%	4%	-0.3%	1%	18%	4%	·
CC(C)(CN1CCCCC1)NS(=O)(=O)c1ccc(Cl)cc1	6%	12%[38.3 µM]	-0.7%	-4%	6%[46.1 µM]	2%	6%
CCOC(=O)c1[nH]c(C)c(C(=O)NC)c1C	-3%	-1%	-2.1%	4%	19%	-3%	-11%
CN(Cc1nc(-c2ccc3c(c2)OCO3)no1)CC1(N2CCOCC2)CCCCC1	9%	16%	1.1%	1%	10%	1%	3%[46 µM]
CN1CCN(c2ncncc2-c2ccccc2C(F)(F)F)CC1	·	18%	·	·	·	1%	6%
CCn1cc(C2=NC(c3ccccc3)CO2)c2ccccc21 (configuration not stated)	-4%[2.36 µM]	0%	-4.4%	-3%	-8%	0%	-6%
COCC(N)(c1ccccc1)c1nc2ccccc2n1C (configuration not stated)	-21%	9%[38.3 µM]	0.0%	1%	-4%[46.1 µM]	5%	4%
Cc1cc(C)nc(Nc2n[nH]c(Cc3ccccc3)n2)n1	2%	7%	-1.0%	3%	6%	5%	13%

2 of the compounds above, with bars between the fields:
Molecule | CBFb-RUNX1 inh | IMPase Li cell | Epigenetic derep | Luc counter | NPSR antag | aGal spleen mod | Lamin A splicing
CCCCN(C)C(=O)c1cc2c(s1)-c1ccccc1S(=O)(=O)C2 | 9% | · | 2.1% | · | -20% | 18% | ·
CC(=O)N1CCc2cc(S(=O)(=O)Nc3ccccc3N3CCN(C)CC3)ccc21 | 1% | -1%[38.3 µM] | -4.1% | -2% | 2%[46.1 µM] | 6% | 3%

Next section
SMILES	CBFb-RUNX1 inh	IMPase Li cell	Epigenetic derep	Luc counter	NPSR antag	aGal spleen mod	Lamin A splicing
COc1cc(OC)c(N2CC34C=CC(O3)C(C(=O)O)C4C2=O)cc1Cl (configuration not stated)	3%	-2%[38.3 µM]	-1.0%	-5%	-3%[46.1 µM]	-2%	-2%
c1cc2c(cc1OCCNC1CCCC1)CCC2	-3%	7%	-2.7%	6%	7%	-11%	·
CCC(=O)Nc1cc(=O)[nH]c2nc(-c3ccc(Cl)cc3)nn12	9%	·	1.2%	·	-23%	3%	·
CCCC(=O)Nc1ccccc1NC(=O)c1cc(OC)c(OC)c(OC)c1	-1%	-14%[38.3 µM]	-3.0%	-2%	-1%[46.1 µM]	11%	?
CCOC(=O)N1CCN(CCC(=O)c2ccc(Cl)cc2)CC1	8%	25%[38.3 µM]	2.7%	-2%	-4%[46.1 µM]	-3%	?
O=C(O)C1Cc2[nH]cnc2C(c2cccc([N+](=O)[O-])c2)N1 (configuration not stated)	2%	0%	0.4%	-1%	-5%	2%	·
Cc1ccc(N2C(=O)C3C4C=CC(CNC(=S)Nc5ccc(Cl)cc5)(O4)C3C2=O)cc1 (configuration not stated)	0%	8%	0.0%	14%	-10%	-22%	?
CCOC(=O)C1=C(C)OC(N)=C(C(=O)OCC)C1c1cccnc1 (configuration not stated)	2%	9%[38.3 µM]	-1.0%	1%	-7%[46.1 µM]	-1%	4%
CN(C)c1ccc(C2C3C(=O)N(c4ccc(C(=O)O)cc4)C(=O)C3ON2c2ccccc2)cc1 (configuration not stated)	-1%	1%[38.3 µM]	0.0%	-2%	-2%[46.1 µM]	-3%	4%
Cc1ccc2nc(N3C(=O)C(O)=C(C(=O)c4ccc(C)o4)C3c3cccc(O)c3)sc2c1 (configuration not stated)	-22%	8.9µM*	0.9%	2%	-58%	-11%	-19%[46 µM]
Oc1cccc(CCC2CCCCN2Cc2cn[nH]c2-c2ccc3c(c2)OCO3)c1 (configuration not stated)	-7%	11%	-0.7%	4%	-9%	1%	-24%[46 µM]
CC1=C(C(=O)OCC2CCCO2)C(c2ccc(C)cc2)C2=C(CC(C)(C)CC2=O)N1 (configuration not stated)	2%	-1%	-2.3%	0%	-6%	7%	·
COc1ccc(NC(=O)C(c2cc3c(cc2[N+](=O)[O-])OCO3)N2CCN(C=O)CC2)cc1 (configuration not stated)	-3%	-7%	0.0%	5%	13%	-2%	-10%
CCOC(=O)c1sc(NC(=O)c2ccco2)nc1C	5%	-15%[38.3 µM]	-0.9%	-26%	14%[46.1 µM]	4%	6%
COC(=O)C1CCN(C(=O)COC(=O)c2ccc(OC)c(S(=O)(=O)N3CCCc4ccccc43)c2)CC1	-1%	13%	-2.9%	0%	-17%	0%	-2%[46 µM]
CCc1ccc(CC(=S)N2CCOCC2)cc1	9%	6%	-0.1%	-2%	10%	10%	·
CCOC(=O)CSc1nc(C)cc(C)c1C#N	3%	24%[38.3 µM]	2.8%	18%	4%[46.1 µM]	-2%	-9%
COc1ccc(C2(CNC(=O)/C=C/c3ccco3)CCCC2)cc1OC	4%	-2%[38.3 µM]	1.2%	-1%	-12%[46.1 µM]	1%	4%
O=C(NCCc1ccccc1)C1CCN(S(=O)(=O)c2ccc(Br)s2)CC1	11%	5%	0.0%	6%	-28%	2%	-3%
O=C1OC(c2ccccc2)=C/C1=C/N1CCCCC1	-1%	20%[38.3 µM]	?	-5%	-23%[46.1 µM]	0%	29%
CCN(CC)C(=O)C1CC(=O)OC1(C)C (configuration not stated)	5%	15%[38.3 µM]	0.0%	4%	10%[46.1 µM]	-7%	?
O=C(/C=C/c1c(Cl)cccc1Cl)n1cccn1	3%	5%	13%	0%	-17%[46.1 µM]	-1%	-10%
COc1ccc(NC(=O)CCCn2c(=O)c3sccc3n(Cc3ccccc3)c2=O)cc1	-3%	?	-1.1%	3%	3%	5%	-5%
N#Cc1ccc(CN2CCC3(CCNCC3)CC2)cc1	·	20%	·	-2%	·	12%	·
CCCNC(=O)CCNC(=O)c1ccc(C(C)(C)C)cc1	6%	-7%[38.3 µM]	0.0%	2%	12%[46.1 µM]	1%	-1%
Cn1c(=O)c(=O)n(C)c2cc(S(=O)(=O)NCCOc3ccccc3)ccc21	-3%	9%	15%	-4%	5%	-7%	-7%[46 µM]
COc1cccc(NC(=S)/C(=C(\[O-])c2ccc([N+](=O)[O-])cc2)[n+]2ccccc2)c1	-14%	13%	-2.5%	3%	-7%	0%	-9%[46 µM]
CC(C)C(=O)Nc1ccc(NC(=O)c2cccc(F)c2)cn1	1%	-18%[38.3 µM]	-0.3%	-5%	-14%[46.1 µM]	-6%	?
Cc1cc(C)c(CN2CCN(Cc3ccc(C)o3)C(CCO)C2)c(-n2cccn2)c1 (configuration not stated)	4%	25%	-4.3%	-5%	11%	6%	·
C[C@@H]1CN(c2c(F)c(N)c3c(=O)c(C(=O)O)cn(C4CC4)c3c2F)C[C@H](C)N1	-8%&1%	·	-1.1%	·	4%	-12%&5%	0%[46 µM]
O=C(O)c1ccccc1SCc1cn2ccccc2n1	-20%	-13%	7.5%	-4%	26%	0%	1%
CC(C)(C)NC(=O)CN(CCc1ccccc1)C(=O)c1csnn1	5%	5%	3.0%	3%	-6%	2%	6%[46 µM]
Cn1c(=O)cc(Cl)[nH]c1=O	10%	0%	2.3%	-1%	17%	3%	-11%[46 µM]
CC1CCN(CC(O)COCCC23CC4CC(CC(C4)C2)C3)CC1 (configuration not stated)	0%	-3%[38.3 µM]	-2.8%	2%	-2%[46.1 µM]	-6%	?

Screens deposited in PubChem BioAssay by National Center for Advancing Translational Sciences (NCATS).
